H9c2 TAG inh = inhibitors of triacylglycerol accumulation. H9c2 cells, Nile Red lipid (TAG) fluorescence; cells loaded with 200 µM oleic acid. 0.66% of 230,000 active. inhibition, % at 12.5 µM. AID 651582;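 active = pattern-corrected inhibition of lipid staining of at least 50% with the nuclear-stain viability signal not falling by more than 50%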;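 note: 0% = DMSO wells and 100% = triacsin C control wells; some results filed as inactive read as strong as hits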
H9c2 TAG inh DAPI viability = also measured in H9c2 TAG inh; calls as there; DAPI nuclei signal change (viability), lower = more cytotoxic, %;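 whole-well DAPI fluorescence read on a plate reader as a viability signal; minus 50 percent equals half of cells still viable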
* = called active by the depositor.

SMILES	H9c2 TAG inh	H9c2 TAG inh DAPI viability
O=C(c1ccco1)N1CCN(Cc2cc(=O)c(OCc3ccc([N+](=O)[O-])cc3)co2)CC1	1.6	-9.3
CCOc1cc(S(=O)(=O)N2CCN=C2Cc2ccccc2)ccc1F	-4.4	2.5
CC(NC(=O)CNC(=O)c1cccs1)c1cccc(C(F)(F)F)c1 (configuration not stated)	5.9	-1.9
Cc1cc(Cl)nc(Cl)c1C(=O)N1CCOCC1	5.1	-4.0
COc1cc(C(=O)NC(C)CCc2ccccc2)cc(OC)c1OC (configuration not stated)	-5.1	-2.5
COc1cccc(OC)c1C(=O)Nc1cccc(-c2ccc3nncn3n2)c1	8.0	-8.5
CCn1nnc(NC(=O)Cc2ccc(Cl)cc2)n1	-12.3	8.8
COC(=O)c1c(NC(C)=O)sc(Cc2ccccc2)c1C	-131.5	-9.6
O=C(Nc1nc2ccc([N+](=O)[O-])cc2s1)c1ccc(S(=O)(=O)N2CCCc3ccccc32)cc1	9.5	10.0
COc1ccc(S(=O)(=O)N2CCCCC2)cc1NC(=O)c1ccco1	-9.4	-3.7
COc1ccc(C(=O)OCC(=O)Nc2sccc2C(N)=O)cc1OC	-5.0	8.3
CCOC1(c2ccccc2)CC1C(=O)N/N=C/c1cccc([N+](=O)[O-])c1 (configuration not stated)	-4.0	-0.9
CCCCCOC(=O)C1=C(C)N(C)C(=O)NC1c1cc(Br)c(O)c(OC)c1 (configuration not stated)	15.8	-16.3
Cc1cc(C(F)(F)F)nc(SCC(=O)Nc2cc(C)on2)n1	-10.1	3.9
COc1ccc2oc(C(=O)NN3C(C)CCCC3C)c(C)c2c1 (configuration not stated)	-11.8	0.1
CC(=O)c1ccc(N2CCN(C(=S)NCc3ccco3)CC2)cc1	4.7	-1.4
COc1ccc(-c2nn(-c3ccccc3)cc2C(=O)N(C)CC(=O)Nc2ccccc2Br)cc1	-8.5	4.0

Part of the list above in order of molecular weight, falling.
SMILES	H9c2 TAG inh	H9c2 TAG inh DAPI viability
CCOc1cc(S(=O)(=O)N2CCN=C2Cc2ccccc2)ccc1F	-4.4	2.5
COc1ccc2oc(C(=O)NN3C(C)CCCC3C)c(C)c2c1 (configuration not stated)	-11.8	0.1
CCn1nnc(NC(=O)Cc2ccc(Cl)cc2)n1	-12.3	8.8

Rewritten with two lines to a compound: part of the list above.
The line under a structure holds: H9c2 TAG inh | H9c2 TAG inh DAPI viability
COc1ccc(C(=O)OCC(=O)Nc2sccc2C(N)=O)cc1OC
  -5.0 | 8.3
COc1ccc(-c2nn(-c3ccccc3)cc2C(=O)N(C)CC(=O)Nc2ccccc2Br)cc1
  -8.5 | 4.0

Among those listed so far, two have a Cl atom.
SMILES	H9c2 TAG inh	H9c2 TAG inh DAPI viability
Cc1cc(Cl)nc(Cl)c1C(=O)N1CCOCC1	5.1	-4.0
CCn1nnc(NC(=O)Cc2ccc(Cl)cc2)n1	-12.3	8.8

Bioassay records as filed in PubChem BioAssay.

Not all compounds are listed; count on the stated rates, not on these rows.
